# CBFb-SMMHC binding – Runt domain/CBFb-SMMHC interaction disruptors – biochemical, TR-FRET (AID 1438) | inhibition, % at 20 µM, or IC50 in µM where a hit was titrated | TR-FRET Runt domain–CBFb-SMMHC binding, biochemical; higher % means a stronger effect | actives 2% (n = 2,200); in the data active = inhibition from about 52%, or a potency from the dose series; inactive = the rest, 99 in 100 with inhibition below about 48%
# * = called active by the depositor. Only part of the results is shown (hit frequency here may not be typical).
# Preview (two entries):
SMILES,CBFb-SMMHC binding
C=CCc1c(C)c(C#N)c2nc3ccccc3n2c1N1CCCCC1,5%
N#Cc1c(N)n(CCNC(=O)c2cccs2)c2nc3ccccc3nc12,31%

# This part in full (from the top)
SMILES,CBFb-SMMHC binding
C=CCc1c(C)c(C#N)c2nc3ccccc3n2c1N1CCCCC1,5%
N#Cc1c(N)n(CCNC(=O)c2cccs2)c2nc3ccccc3nc12,31%
CC(C)OC(=O)c1c2nc3ccccc3nc2n2c1[nH]c(=O)c1ccccc12,-203%
COc1ccc(C2CC(c3cccs3)=NN2c2ccccc2)cc1 (stereo not drawn),-7%
Cc1cc(=O)oc2cc(NS(=O)(=O)c3ccc(F)cc3)ccc12,-99%
O=C(COc1ccccc1)NNc1c2ccccc2nc2ccccc12,-9%
Cc1noc(C)c1COC(=O)Cc1ccc(Br)cc1,-7%
COc1cc(C2C(C#N)=C(N)Oc3cc(N)ccc32)cc(OC)c1OC (stereo not drawn),6%
Cc1cccn2c(=O)c3cc(C(=O)NCc4ccco4)c(=N)n(C(C)C)c3nc12,32%
O=C(Nc1ccc2nc3ccccc3nc2c1)c1ccccc1,16%
CCc1nc2sc(C(C)=O)c(N)c2c2c1CCCC2,0%
CCc1c(C)c2cc(Cl)c(O)c(CN(C)C)c2oc1=O,0%
COc1ccc(C)cc1NC(=O)c1cc2c(=O)n3ccccc3nc2n1C,-24%
CCC(CC)c1nnc(NC(=O)c2nn(C)c(=O)c3ccccc23)s1,9%
N#C/C(=C\c1c(N2CCC(C(N)=O)CC2)nc2ccccn2c1=O)C(=O)NCc1ccco1,46%

# Individual results from the results shown:
# N#Cc1c(N)n(CCNC(=O)c2cccs2)c2nc3ccccc3nc12 | CBFb-SMMHC binding = 31%
# CC(C)OC(=O)c1c2nc3ccccc3nc2n2c1[nH]c(=O)c1ccccc12 | CBFb-SMMHC binding = -203%
# C=CCc1c(C)c(C#N)c2nc3ccccc3n2c1N1CCCCC1 | CBFb-SMMHC binding = 5%
# COc1ccc(C)cc1NC(=O)c1cc2c(=O)n3ccccc3nc2n1C | CBFb-SMMHC binding = -24%
# CCc1nc2sc(C(C)=O)c(N)c2c2c1CCCC2 | CBFb-SMMHC binding = 0%
# CCC(CC)c1nnc(NC(=O)c2nn(C)c(=O)c3ccccc23)s1 | CBFb-SMMHC binding = 9%
# N#C/C(=C\c1c(N2CCC(C(N)=O)CC2)nc2ccccn2c1=O)C(=O)NCc1ccco1 | CBFb-SMMHC binding = 46%

# The listing picks up; the 3 compounds before the break are reprinted first.
SMILES,CBFb-SMMHC binding
COc1ccc(C)cc1NC(=O)c1cc2c(=O)n3ccccc3nc2n1C,-24%
CCC(CC)c1nnc(NC(=O)c2nn(C)c(=O)c3ccccc23)s1,9%
N#C/C(=C\c1c(N2CCC(C(N)=O)CC2)nc2ccccn2c1=O)C(=O)NCc1ccco1,46%
CCc1c(C)c(C#N)c2nc3ccccc3n2c1NCc1ccco1,31%
Cc1nc2c([nH]1)C1(CCN(Cc3ccccc3)CC1)C(C#N)=C(N)O2,-8%
C=CCOc1c(Br)cc(C2C3=C(CCCC3=O)N(C)C3=C2C(=O)CCC3)cc1OCC,41µM*
CC(C)N1CCc2c(sc(NC(=O)CCc3ccccc3)c2C(N)=O)C1,1%
Nc1cccc2c1C(=O)N(C(=O)c1cccc(S(=O)(=O)N3CCCC3)c1)C2=O,24%
N#CC1=C(N)Oc2cc(N)ccc2C1C1CCCCC1 (stereo not drawn),34%
Cc1ccc(Oc2nc3ccccn3c(=O)c2/C=C(\C#N)C(=O)NC2CCS(=O)(=O)C2)cc1 (stereo not drawn),-10%
N=c1c(C(=O)NCc2ccccc2)cc2c(=O)n3ccccc3nc2n1Cc1ccco1,37µM*
CCOCCCn1c(=NC(=O)c2ccco2)c(C(=O)OCC)cc2c(=O)n3cccc(C)c3nc21,-5%
Cn1c(O)c(/C=N/NC(=O)c2ccncc2)c(=O)n(C)c1=S,-12%
N#Cc1cnn2c3c(cnc12)C(=O)N1CCc2ccccc2C1C3 (stereo not drawn),9%
Cc1ccc2nc(N3CCN(C=O)CC3)nc(-c3ccccc3)c2c1,40%
Cc1cccc2cc(/C=N/Nc3ccc(C(=O)O)cc3)c(Cl)nc12,-8%
CCCNC(=O)Cn1sc2nc(C)cc(C)c2c1=O,-4%
CCCc1nc2c(=O)n(C)c(=O)[nH]c2n1C,1%

# For reference, four of the compounds above:
SMILES,CBFb-SMMHC binding
COc1ccc(C2CC(c3cccs3)=NN2c2ccccc2)cc1 (stereo not drawn),-7%
Cc1cc(=O)oc2cc(NS(=O)(=O)c3ccc(F)cc3)ccc12,-99%
O=C(COc1ccccc1)NNc1c2ccccc2nc2ccccc12,-9%
Cc1noc(C)c1COC(=O)Cc1ccc(Br)cc1,-7%

# (list continues)
SMILES,CBFb-SMMHC binding
Cc1ccc(CN2C(=O)N/C(=C\c3ccc(-c4ccc(C(=O)O)cc4C)o3)C2=O)cc1,-9%
Cc1cc(N2CCN(C3CCCC3)CC2)n2c(nc3ccccc32)c1C#N,42%
Clc1ccccc1C1=CC(c2ccco2)n2ncnc2N1 (stereo not drawn),-10%
CCCc1cc(=S)n2c([nH]c3ccccc32)c1C#N,-5%
COc1ccc(OC)c(N=c2ssnc2Cl)c1,-11%
CC(=O)N/N=C/c1cc(C(C)C)cc(/C=N/NC(C)=O)c1O,-5%
CCC(=O)NC(Nc1sc2c(c1C(=O)OC)CCN(C)C2)(C(F)(F)F)C(F)(F)F,2%
COc1ccc(OC)c(N=c2oc3cc(O)ccc3cc2C(N)=O)c1,3%
COc1ccc(C(=O)/C=C/c2ccc(N(C)C)cc2)c(OC)c1,20%
CN(CC(=O)Nc1sc2c(c1C#N)CCCCC2)Cc1nc2ccccc2c(=O)[nH]1,-2%
Cc1ccc(C2(C)NC(=O)N(Cc3c(C)noc3C)C2=O)cc1 (stereo not drawn),-3%
COC(=O)C1=CN(Cc2cccs2)C=C(C(=O)OC)C1c1cccc(O)c1,-7%
O=C(Nc1cnccc1C(F)(F)F)NC1CCCCC1,-12%
CCn1c(=N)c(C(=O)NCCCOC)cc2c(=O)n3cccc(C)c3nc21,3%
COC(=O)c1ccc(C2C(C#N)=C(C)NC3=C2C(=O)CC(C)(C)C3)cc1 (stereo not drawn),43%
COc1cc(-c2nnc(SCc3cc(=O)oc4cc(O)c(O)cc34)o2)cc(OC)c1OC,50%
CCN1CC=C2C(C#N)=C(N)C(C#N)(C#N)C(c3cc(Cl)ccc3Cl)C2C1 (stereo not drawn),39%
CCCc1cc(=O)oc2c(CN3CCCC3)c(O)c(Cl)cc12,16%
COc1ccc2[nH]c3c(c2c1)CCn1c-3nc2sc(C(=O)Nc3ccccc3)c(C)c2c1=O,-2%
COCCNC(=O)c1cnn2c(C(F)F)cc(-c3ccc(C)cc3)nc12,-38%
Cc1ccc(S(=O)(=O)NC(C(=O)Oc2ccc3ccc(=O)oc3c2)c2ccccc2)cc1 (stereo not drawn),16%
Cc1nn(C)c(Sc2ccccc2N)c1[N+](=O)[O-],-4%
O=C(Oc1cc2oc(=O)c3c(c2cc1Cl)CCCC3)c1cccs1,20%
Cc1ccc(/C=C2\Oc3c(ccc(O)c3CN3CCN(CCO)CC3)C2=O)cc1,-11%
COCC(C)NC(=O)CCc1nnc(C2(c3ccc(Cl)cc3)CCC2)o1 (stereo not drawn),-9%
Cc1c(OC(=O)CNC(=O)OC(C)(C)C)ccc2c3c(c(=O)oc12)CCC3,40%
COc1ccc(-c2cc(-c3nnc(-c4ccncc4)o3)c3ccccc3n2)cc1,36%
CCC(=O)c1cc2c(C)cc(=O)oc2c(C)c1O,-11%
O=C(N/N=C/c1c(O)ccc2ccccc12)c1cccc(C(F)(F)F)c1,-26%
CCOC(=O)c1cc2c(=O)n3ccccc3nc2n(Cc2ccco2)c1=NC(=O)c1ccc(OC)cc1,-17%
CCC(=NCc1ccco1)c1c(O)n(C2CCCCC2)c(=O)[nH]c1=O,19%
Cc1ccc(C2=NN=C(NC(=O)CSc3nncn3C)SC2)cc1,-15%
Cc1ccc(Cn2cccc(-c3nc4ccccc4s3)c2=O)cc1,41%
Cc1ccc(/C=C/C(=O)Nc2cccc3ncccc23)o1,20%
CCOc1ccc(NC(=O)CN(C)S(=O)(=O)c2ccc3c(c2)CCC(=O)N3)cc1,-73%
N#C/C(=C\c1c(N2CCOCC2)nc2ccccn2c1=O)C(=O)NC1CCS(=O)(=O)C1 (stereo not drawn),-40%
Cc1cccn2c(=O)c3cc(C(=O)NCCc4ccccc4)c(=N)n(CCCn4ccnc4)c3nc12,46%
N#C/C(=C(/O)CCCl)c1ccccn1,-8%
Cc1cc(=O)oc(C)c1C(=O)Nc1ccc2ncccc2c1,-31%
CCOc1ccc(/C=N/NC(=O)c2ccccc2NC(=O)c2ccc(OC)cc2)cc1,0%
COCCNc1c2c(c(C#N)c3nc4ccccc4n13)CCCC2,-5%

# Source: PubChem (Sanford-Burnham Center for Chemical Genomics)
